Screening data deposited in PubChem BioAssay by several laboratories.
Rab7 wt modul: alters GTP binding to wildtype dog Rab7 | GST-Rab7 beads, fluorescent GTP binding, flow cytometry; actives lie on both sides; untreated = 100%, excess cold GTP = 0% | GTP binding activity (percent of control), % at 10 µM | 190,000 tested, 0.055% active;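 active means fluorescent GTP binding to Rab7 beads changed by at least 20 points from the 100% baseline, either direction, mostly lower; inconclusive means compound itself probably fluorescent, or too few beads counted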;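 further: median green fluorescence of bound Bodipy-FL-GTP per Rab7 bead population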
HRas wt GTP bind: changes GTP binding to wildtype human HRas. P01112. 190,000 tested, 0.14% active. GTP binding activity, % at 10 µM. GST-Ras wt beads, Bodipy-FL-GTP binding, flow cytometry; actives lie on both sides;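 active means GTP binding activity at least 20% away from the 100% baseline, either lowered as inhibitor or raised as activator; inconclusive means flagged as likely green fluorescent, judged across all proteins in the well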;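 further: 0% = unlabeled GTP competition control and 100% = no-compound control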
Mcl-1 Bim block: human Bim-Mcl-1 interaction inhibition. Q07820. Bead-based flow cytometry, Bim peptide-Mcl-1 binding. AID 1009. 190,000 tested, 0.1% active. inhibition, % at 10 µM; in the data active means inhibition above about 40%;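 further: 0% = no compound tracer wells and 100% = peptide blocker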
Target sequence (Q07820 whole entry, looked up): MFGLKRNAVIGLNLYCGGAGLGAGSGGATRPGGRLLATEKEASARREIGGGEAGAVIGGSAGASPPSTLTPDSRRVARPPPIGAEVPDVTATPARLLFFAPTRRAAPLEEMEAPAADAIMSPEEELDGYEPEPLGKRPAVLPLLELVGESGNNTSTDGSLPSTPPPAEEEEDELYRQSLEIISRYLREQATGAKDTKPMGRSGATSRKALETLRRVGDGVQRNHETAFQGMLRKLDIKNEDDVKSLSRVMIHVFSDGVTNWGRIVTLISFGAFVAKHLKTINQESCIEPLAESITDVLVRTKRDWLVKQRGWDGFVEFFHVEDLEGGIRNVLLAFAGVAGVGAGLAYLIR
Rab2 wt GTP: changes GTP binding to wildtype dog Rab2A, up or down; P61105; GST-Rab2 wt beads, Bodipy-GTP binding, flow cytometry; GTP binding activity, % at 10 µM; 190,000 tested, 0.19% active;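 active means GTP binding activity at least 20 points away from 100%, either lowered or raised; inconclusive means signal likely due to the compound's own green fluorescence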;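 further: 0% = beads with excess unlabeled GTP and 100% = no-compound control corrected for plate trend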
RGS8-Gao: regulators of human RGS8-Galphao interaction | response (percent of control binding), % at 10 µM | AID 1423 | multiplexed bead flow cytometry, RGS8-Galphao binding; actives lie on both sides | 220,000 tested, 0.34% active | P09471; in the data active means response below about 60% or above about 140%; inactive means in between;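 further: Galphao activated as the GDP aluminium fluoride complex binding bead-coupled RGS8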
Target sequence (P09471 whole entry, looked up): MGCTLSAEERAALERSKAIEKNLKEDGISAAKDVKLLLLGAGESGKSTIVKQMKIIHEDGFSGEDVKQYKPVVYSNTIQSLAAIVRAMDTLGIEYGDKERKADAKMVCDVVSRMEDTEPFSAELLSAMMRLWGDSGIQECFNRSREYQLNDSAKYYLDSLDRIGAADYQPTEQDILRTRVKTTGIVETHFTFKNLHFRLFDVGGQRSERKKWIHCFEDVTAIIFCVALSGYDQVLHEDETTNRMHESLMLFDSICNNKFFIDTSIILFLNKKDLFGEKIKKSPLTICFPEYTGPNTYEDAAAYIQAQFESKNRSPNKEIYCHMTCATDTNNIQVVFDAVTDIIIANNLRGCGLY
Mcl1-Noxa inh: Mcl-1/Noxa interaction inhibition; Q07820; TR-FRET Mcl-1/Noxa peptide binding, 2 h; inhibition, % at 21.7 µM; 220,000 tested, 1.5% active;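 active means compounds that cut the protein-peptide binding signal by more than 50% relative to plate controls in a single-dose test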;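 further: His-tagged Mcl-1 with rhodamine Noxa BH3 peptide and terbium anti-His antibody; 0% = Mcl-1 plus Noxa peptide wells and 100% = peptide-only wells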
Pf gamet viab: kills late stage P. falciparum gametocytes. inhibition, % at 10.9 µM. AID 743093. P. falciparum stage V gametocytes, ATP luminescence, 24 h. 150,000 tested, 0.065% active;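 active means inhibition above the mean plus 3 SD of compounds within the control limits, set per campaign, cut at about 38% in these data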;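 further: 0% = DMSO wells and 100% = medium only without gametocytes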
Mcl1 Bid PPI: disrupts binding of human Mcl-1 to Bid peptide; Q07820; 220,000 tested, 0.97% active; AID 1021; TR-FRET Mcl-1/Bid-Dy647 peptide binding, 1536-well; inhibition, % at 21.7 µM;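 active means compounds that cut the binding signal by more than half at the single screening dose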;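 further: His-tagged Mcl-1 with europium anti-His antibody binding Bid BH3 peptide; 0% = Mcl-1 plus peptide wells and 100% = peptide-only wells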
Cdc42 wt GTP: changes GTP binding to wildtype human Cdc42. P60953. GST-Cdc42 beads, Bodipy-GTP binding, flow cytometry; actives lie on both sides. AID 761. 190,000 tested, 0.2% active. percent activity (GTP binding), % at 10 µM;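 active means percent activity GTP binding at least 20 points away from the 100% baseline, either down as inhibitor or up as activator; inconclusive means compound flagged as likely green fluorescent from well-wide comparison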;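 further: median bead fluorescence of bound Bodipy-FL-GTP at 100 nM; 0% = excess unlabeled GTP control and 100% = no compound control; below 100% means less GTP binding so inhibitor and above means activator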
Target sequence (P60953 whole entry, looked up): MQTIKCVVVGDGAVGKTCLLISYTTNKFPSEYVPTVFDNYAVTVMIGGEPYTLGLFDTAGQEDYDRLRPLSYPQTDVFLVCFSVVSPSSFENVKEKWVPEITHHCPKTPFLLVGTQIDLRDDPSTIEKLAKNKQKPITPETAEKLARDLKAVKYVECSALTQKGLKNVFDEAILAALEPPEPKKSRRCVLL
Rac1 wt GTP bind: human Rac1 wildtype GTP binding, inhibitors and activators; 190,000 tested, 0.27% active; GST-Rac1 beads, fluorescent GTP binding, flow cytometry; actives lie on both sides; 0 = cold GTP competed, 100 = untreated; GTP binding activity (% of control), % at 10 µM;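 active means GTP binding activity at least 20 points away from the 100% control level, either lower or higher; inconclusive means compound flagged as likely green fluorescent, judged across all proteins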
Rac1 mut GTP: human Rac1 activated mutant GTP binding change; P63000; GST-Rac1 activated beads, fluorescent GTP binding, flow cytometry; actives lie on both sides; 100% means binding = to untreated wells; percent activity (GTP binding), % at 10 µM; 190,000 tested, 0.11% active; AID 764;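 active means GTP binding at least 20 percentage points away from the 100% baseline, in either direction, so actives lie on both sides; inconclusive means Compound likely fluorescent itself, or too few beads counted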
* = called active by the depositor; ? = inconclusive; . = not tested or not shown. The order is random. Share with any hit: about 2.9%.

Start of the listing, in advance:
SMILES	Rab7 wt modul	HRas wt GTP bind	Mcl-1 Bim block	Rab2 wt GTP	RGS8-Gao	Mcl1-Noxa inh	Pf gamet viab	Mcl1 Bid PPI	Cdc42 wt GTP	Rac1 wt GTP bind	Rac1 mut GTP
COc1ccc(S(=O)(=O)N2CCC(C(=O)N3CCc4ccccc4C3)CC2)cc1Cl	102	104	0	105	104	2	25	-6	106	110	101
CC1CCN(C(=O)CN2C(=O)c3ccccc3S2(=O)=O)CC1	104	100	-6	100	98	23	.	4	101	103	97
CCCn1c(SCc2ccccn2)nc2c1c(=O)n(C)c(=O)n2C	102	101	0	102	84	14	.	-12	101	101	98

This part in full (from the top)
SMILES	Rab7 wt modul	HRas wt GTP bind	Mcl-1 Bim block	Rab2 wt GTP	RGS8-Gao	Mcl1-Noxa inh	Pf gamet viab	Mcl1 Bid PPI	Cdc42 wt GTP	Rac1 wt GTP bind	Rac1 mut GTP
COc1ccc(S(=O)(=O)N2CCC(C(=O)N3CCc4ccccc4C3)CC2)cc1Cl	102	104	0	105	104	2	25	-6	106	110	101
CC1CCN(C(=O)CN2C(=O)c3ccccc3S2(=O)=O)CC1	104	100	-6	100	98	23	.	4	101	103	97
CCCn1c(SCc2ccccn2)nc2c1c(=O)n(C)c(=O)n2C	102	101	0	102	84	14	.	-12	101	101	98
CCN(CC)S(=O)(=O)c1cccc(C(=O)N[C@H](C(=O)OCC(=O)Nc2ccccc2)C(C)C)c1	98	99	-3	97	92	5	.	4	97	96	95
Cc1ccc(S(=O)(=O)NC(N)=NCCc2ccc(Cl)cc2)cc1C	100	99	-2	96	102	26	-3	-7	102	103	100
CCOc1ccc(N2CC(C(=O)Nc3ccc4c(c3)OCO4)CC2=O)cc1 (stereo not given)	?	?	-3	?	114	5	-14	-2	?	?	?
Brc1ccc2ncnc(Nc3ccc(N4CCOCC4)cc3)c2c1	98	98	0	96	102	43	.	-47	99	99	96
O=C1C2C3c4ccccc4C(c4ccccc43)C2c2nc3ccccc3n21 (stereo not given)	93	97	-4	97	103	15	.	16	98	100	98
O=C(O)C1Cc2ccccc2CN1C(=O)c1ccccc1Cl (stereo not given)	99	102	-2	100	101	21	.	4	103	102	99
Cc1ccc(C(=O)CSc2nnc(N)s2)c(C)c1	112	99	-1	101	97	0	-11	-22	96	101	96
COc1cc(-c2noc(-c3ccco3)n2)cc(OC)c1OC	98	100	-3	100	98	6	-37	-11	103	104	101
COc1ccc(CC2(CO)CCN(Cc3cnn(-c4ccc(F)cc4)c3)CC2)cc1	96	99	0	99	100	-2	18	1	99	99	98
CCOC(=O)c1cc(C(=O)c2ccccc2O)cn2c(=O)c3c(C)c(C)sc3nc12	104	98	0	95	98	10	.	-37	96	93	95
CC1CCCN(C(=O)CSc2nc3ncccc3[nH]2)C1 (stereo not given)	97	94	4	96	98	12	-25	1	96	99	93
COc1ccc(/C=C/C(=O)c2ccccc2)cc1COc1ccccc1F	104	105	1	101	99	-5	-3	-6	103	113	102
COc1ccccc1-n1cnc2cc(NS(=O)(=O)c3ccc(Br)cc3)ccc21	102	103	-2	101	101	-2	9	-6	102	109	99
COc1ccc(C(=O)N2CCN(C(=O)c3ccco3)CC2)cc1	95	99	-1	96	99	11	30	-10	98	101	96
Cc1cccc(NC(=S)N2CCC(N(C)CC3CCCO3)CC2)c1C (stereo not given)	92	100	-2	94	105	-18	-20	-77	100	97	93
O=C1C(C=NCc2ccncc2)=C(O)c2ccccc21	?	?	0	?	102	17	.	96*	?	?	?
COc1ccc(NC(=O)C2CCC(=O)N2)cc1 (stereo not given)	99	99	-2	98	106	5	-11	-9	99	99	96
CCOCCCNC(=O)c1c(C)[nH]c(C(=O)OCC)c1C	100	104	0	103	100	26	-17	-2	105	104	101
O=C(CSc1cn(CCNC(=O)c2ccc3ccccc3c2)c2ccccc12)NCc1ccco1	97	101	0	101	101	13	.	-13	102	106	97
CC(C)NC(=O)CC(=O)N/N=C/c1ccccc1F	102	98	0	100	102	20	.	3	96	102	98
CCC(C)NC(=O)CNC(=S)N(Cc1ccc(F)cc1)C1CCCCC1 (stereo not given)	96	98	0	100	101	12	3	-38	100	101	96
O=C(NCCCn1ccnc1)Nc1ccc(Cl)c(Cl)c1	100	101	-4	99	98	31	26	-9	98	96	94
c1ccc(-c2csc3ncnc(-n4cnc5ccccc54)c23)cc1	97	97	0	95	103	3	4	16	96	94	88
COC(=O)c1ccc(CSc2nc3ccccc3c(=O)n2-c2ccc(OC)c(OC)c2)o1	101	98	1	100	99	-8	.	-7	99	105	99
CCC(C)(C)n1nnnc1C(c1ccc2ncccc2c1)N1CCCC(C)C1 (stereo not given)	101	101	.	100	106	-10	.	-6	102	105	100
COc1ccc(N(CC(=O)NC2CCCCCC2)S(=O)(=O)c2c(C)nn(C)c2C)cc1	103	99	2	101	96	12	1	-22	99	99	101
CCNC(=S)NNC(=O)c1cc(Br)cs1	96	94	-3	97	93	23	.	-7	98	103	98

The list goes on; the last 4 above are carried over.
SMILES	Rab7 wt modul	HRas wt GTP bind	Mcl-1 Bim block	Rab2 wt GTP	RGS8-Gao	Mcl1-Noxa inh	Pf gamet viab	Mcl1 Bid PPI	Cdc42 wt GTP	Rac1 wt GTP bind	Rac1 mut GTP
COC(=O)c1ccc(CSc2nc3ccccc3c(=O)n2-c2ccc(OC)c(OC)c2)o1	101	98	1	100	99	-8	.	-7	99	105	99
CCC(C)(C)n1nnnc1C(c1ccc2ncccc2c1)N1CCCC(C)C1 (stereo not given)	101	101	.	100	106	-10	.	-6	102	105	100
COc1ccc(N(CC(=O)NC2CCCCCC2)S(=O)(=O)c2c(C)nn(C)c2C)cc1	103	99	2	101	96	12	1	-22	99	99	101
CCNC(=S)NNC(=O)c1cc(Br)cs1	96	94	-3	97	93	23	.	-7	98	103	98
CCCN1C2CCCC1CC(NC(=S)NCCCOCC)C2 (stereo not given)	99	95	-1	96	102	-14	2	-59	98	104	96
S=c1[nH]nc(-c2ccc3ccccc3n2)n1-c1ccccc1Cl	?	100	-8	99	92	14	10	-42	97	97	93
c1cc2c(cc1C1CCCN1)OCCCO2 (stereo not given)	97	99	-2	97	98	-12	.	-19	100	95	97
CC1CCN(S(=O)(=O)c2ccc3ccccc3c2)CC1	103	104	-2	103	103	-2	.	1	105	105	101
O=C(/C=C/c1c(Cl)nc2ccccn12)N1CCCCC1	?	?	-4	?	98	-12	-14	-5	?	?	?
O=S(=O)(c1ccc2ccccc2c1)N1CCN(C2CCN(Cc3ccccc3)CC2)CC1	97	100	4	97	104	35	3	48	101	102	98
O=S(=O)(Nc1ccc2c(c1)OCCO2)c1cnc[nH]1	97	97	0	99	103	10	-2	-10	100	102	99
CCOc1cc(/C=C/c2ccc3cccc([N+](=O)[O-])c3n2)cc(Cl)c1O	97	98	-1	97	101	26	-10	-10	97	99	97
Cc1c(C)[n+](=O)c(-c2cccs2)c(C)n1[O-]	98	100	-1	100	87	-24	9	-6	102	102	101
CCCCN(C)CCC(=O)Nc1ccc(F)c(F)c1	102	99	-3	99	101	28	-4	-20	100	102	97
Oc1ccc(Cn2ccnc2)c2cccnc12	97	98	5	100	100	-27	-43	-48	101	104	96
CC(=O)OCC12COC3c4ccccc4OC(C)(CC1C)C3C2C (stereo not given)	104	101	0	101	101	20	-3	-19	99	103	93
CC1CC(OCC(O)C[N+]2(C)CCOCC2)CC(C)(C)C1 (stereo not given)	105	98	0	100	30*	3	-8	-5	96	102	94
COc1ccc(N/C(=N/c2nc(C)cc(C)n2)NC(=O)Nc2ccc(Cl)c(Cl)c2)c(OC)c1	98	100	-5	100	103	8	5	-10	101	103	95
Cc1ccc2nc(Cl)c(C#N)cc2c1	101	96	-2	96	105	5	22	-17	96	99	97
O=C(NCc1cccnc1)c1ccc(Cl)c(S(=O)(=O)N2CCCCCC2)c1	96	98	0	97	100	29	6	-9	97	100	99
CCOCc1cnc(C)nc1NCC(=O)c1c(C)[nH]c2ccccc12	99	104	-1	108	97	-2	19	-17	108	104	101
O=C(NCc1nnc(SCc2ccccc2)n1-c1ccccc1)C12CC3CC(CC(C3)C1)C2	95	97	-4	96	103	7	-1	10	98	102	100
Cc1ccc(CNC(=O)C2CNc3cc(C)ccc3O2)cc1 (stereo not given)	107	103	-6	104	101	17	.	-53	104	102	101
COC(=O)C1(C(F)(F)F)N=C(C(F)(F)F)Nc2ccc(Cl)cc21 (stereo not given)	94	98	-1	95	104	26	1	9	98	99	100
NC(=S)N=Nc1c(O)[nH]c2cc(F)c(F)cc12	90	80	21	78*	101	-6	6	-55	91	81	89
COc1ccc(S(=O)(=O)n2nc(OC(=O)c3cccs3)cc2N)cc1	106	102	0	103	98	15	.	3	101	103	97
COc1ccccc1NC(=O)CCC(=O)OCc1ccc([N+](=O)[O-])cc1	101	97	0	95	97	8	5	-5	97	100	93
CN(C(=O)COC(=O)c1ccccc1Nc1ccccc1)C1CCS(=O)(=O)C1 (stereo not given)	100	102	3	103	101	-2	.	-41	103	103	101
CCOC(=O)CCN(Cc1sccc1C)S(=O)(=O)c1ccc(F)cc1	90	92	-2	89	129	-3	.	-4	93	90	90
CC(C)OC(=O)c1cc2ccccc2oc1=O	98	98	-1	96	100	7	.	34	100	99	98
